PAFAH1B2 FP inh = blocks human PAF acetylhydrolase 1b catalytic subunit 2; recombinant PAFAH1B2, FP-rhodamine activity probe, fluorescence polarization; inhibition, % at 3.39 µM; 340,000 tested, 1.2% active; AID 492953;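 active = inhibition above the mean of all tested compounds plus 3 SD, cut at about 24% in these data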;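 note: 0% = enzyme with DMSO and 100% = wells lacking PAFAH1B2; many of its hits are not listed in these tables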
Target sequence (P68402 whole entry, looked up): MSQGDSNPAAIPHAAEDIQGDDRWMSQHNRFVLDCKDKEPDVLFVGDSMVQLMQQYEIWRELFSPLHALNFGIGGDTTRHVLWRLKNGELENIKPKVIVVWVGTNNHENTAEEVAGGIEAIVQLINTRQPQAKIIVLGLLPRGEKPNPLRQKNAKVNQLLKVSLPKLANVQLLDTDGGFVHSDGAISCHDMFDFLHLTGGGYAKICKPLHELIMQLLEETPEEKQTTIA
PAFAH1B3 inh = PAFAH1B3 (human) inhibition; Q15102; recombinant PAFAH1B3, FP-rhodamine probe, fluorescence polarization; inhibition, % at 3.39 µM; 340,000 tested, 0.28% active;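 active = inhibition above the screen-wide average of all tested compounds plus 3 SD, cut at about 25% in these data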;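 note: 0% = enzyme with DMSO only and 100% = wells lacking PAFAH1B3 protein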
Target sequence (Q15102 whole entry, looked up): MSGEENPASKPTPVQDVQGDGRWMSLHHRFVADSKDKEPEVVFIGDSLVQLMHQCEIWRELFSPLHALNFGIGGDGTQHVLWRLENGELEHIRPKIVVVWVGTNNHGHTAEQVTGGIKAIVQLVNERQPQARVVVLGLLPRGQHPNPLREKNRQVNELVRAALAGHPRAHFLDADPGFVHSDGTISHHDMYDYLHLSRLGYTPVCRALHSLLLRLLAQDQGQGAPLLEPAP
PME-1 primary = PME-1 (human) inhibition; inhibition, % at 5.9 µM; recombinant PME-1, FP-Rh probe fluorescence polarization; Q9Y570; AID 2130; 320,000 tested, 0.53% active;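 active = inhibition above the campaign mean of all compounds plus 3 SD, cut at about 26% in these data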;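 note: competitive labeling of PME-1 active site by serine hydrolase directed probe; 0% = PME-1 with DMSO and 100% = wells lacking PME-1 enzyme; inhibitors block probe labeling so polarization falls and inhibition rises; many of its hits are not listed in these tables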
LYPLA1 inh = counter-screen for PME1 inhibitors: inhibitors of human LYPLA1 | O75608 | 320,000 tested, 0.16% active | inhibition, % at 5.9 µM | recombinant LYPLA1, FP-Rh probe fluorescence polarization;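 active = inhibition above the mean of all tested compounds plus 3 SD, set per campaign, cut at about 14% in these data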;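 note: inhibitors block serine hydrolase probe labeling of LYPLA1 so polarization falls; 0% = enzyme with DMSO and 100% = wells lacking LYPLA1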
LYPLA2 counter = LYPLA2 (human) inhibition in PME1 counter-screen | 320,000 tested, 0.38% active | recombinant LYPLA2, FP-Rh probe fluorescence polarization | AID 2177 | O95372 | inhibition, % at 5.9 µM;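 active = inhibition above the screen-wide mean plus 3 SD, limit set per campaign, cut at about 26% in these data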;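 note: 0% = LYPLA2 with DMSO and 100% = wells lacking LYPLA2 enzyme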
Target sequence (O95372 whole entry, looked up): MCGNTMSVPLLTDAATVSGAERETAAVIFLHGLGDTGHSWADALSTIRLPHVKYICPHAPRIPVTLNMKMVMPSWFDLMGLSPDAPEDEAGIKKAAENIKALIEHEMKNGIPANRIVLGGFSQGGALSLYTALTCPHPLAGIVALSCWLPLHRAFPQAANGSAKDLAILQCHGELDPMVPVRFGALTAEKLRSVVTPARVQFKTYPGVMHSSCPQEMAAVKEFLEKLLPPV
GSTO1 inh = GSTO1 inhibition, counter-screen for RBBP9 inhibitors | AID 1974 | inhibition, % at 5.96 µM | P78417 | recombinant GSTO1, activity-based probe fluorescence polarization | 300,000 tested, 1.1% active;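 active = inhibition above the campaign mean inhibition plus 3 SD, cut at about 35% in these data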;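 note: 0% = GSTO1-1 with DMSO and 100% = wells lacking GSTO1-1 enzyme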
Target sequence (P78417 whole entry, looked up): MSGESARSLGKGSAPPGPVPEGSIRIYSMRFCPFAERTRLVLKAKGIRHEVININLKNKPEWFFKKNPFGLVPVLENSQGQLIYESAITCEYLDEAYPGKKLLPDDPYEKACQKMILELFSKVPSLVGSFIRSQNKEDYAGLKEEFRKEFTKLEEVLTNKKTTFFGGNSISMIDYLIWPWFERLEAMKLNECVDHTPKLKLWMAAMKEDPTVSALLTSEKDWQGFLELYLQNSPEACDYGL
PAFAH2 inh = PAFAH2 (human) inhibition. Q99487. recombinant PAFAH2, FP-rhodamine activity probe, fluorescence polarization. inhibition, % at 3.39 µM. 340,000 tested, 0.99% active;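 active = inhibition above the mean over all tested compounds plus 3 SD, cut at about 30% in these data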;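 note: inhibitors block probe labeling of enzyme so polarization drops; 0% = enzyme with DMSO and 100% = wells lacking PAFAH2 protein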
PAD4 FP inh = blocks human protein arginine deiminase 4. recombinant PAD4, RCA probe fluorescence polarization. 330,000 tested, 0.41% active. inhibition, % at 6.36 µM;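 active = percent inhibition above a cutoff equal to the mean of all tested compounds plus 3 SD, cut at about 15% in these data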;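 note: 0% = PAD4 with RCA probe and DMSO and 100% = probe without PAD4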
pPAFAH FP inh = pPAFAH (human) enzyme inhibition | recombinant pPAFAH, FP-rhodamine probe fluorescence polarization | inhibition, % at 3.39 µM | 330,000 tested, 1.5% active | AID 463082;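 active = inhibition above the mean inhibition across the screen plus 3 SD, cut at about 25% in these data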;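 note: inhibitors block binding of the rhodamine activity-based probe so polarization drops; 0% = enzyme with DMSO and 100% = wells lacking pPAFAH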
* marks the source's active call; other numbers are inactive results; · = not tested or not shown.

SMILES	PAFAH1B2 FP inh	PAFAH1B3 inh	PME-1 primary	LYPLA1 inh	LYPLA2 counter	GSTO1 inh	PAFAH2 inh	PAD4 FP inh	pPAFAH FP inh
CCc1ccc(Nc2nnc(SCC(=O)Nc3cccc(S(=O)(=O)NC4=NCCCCC4)c3)s2)cc1	6	2	13	-18	-22	-17	-4	4	0
CC(C)NC(=S)NN=C1CCC(c2ccccc2)CC1 (stereo not given)	4	10	-1	-2	0	-1	-2	-4	5
CCN(Cc1cc2ccccc2[nH]c1=O)S(=O)(=O)c1ccc(OC)cc1	2	4	7	-1	5	1	2	-3	2
COc1ccc(C)cc1NC(=O)c1c([N+](=O)[O-])cnn1C	-3	4	-6	-2	8	3	-1	-3	5
CCOc1cccc(C(=O)NNC(=O)C2C3C=CC(C3)C2C(=O)O)c1 (stereo not given)	0	-5	-4	2	18	-3	-3	-2	0
Cc1ccc(CNC(=O)c2cn(C)c(=O)c3c2c2ccccc2n3C)o1	2	-6	2	1	1	3	6	-3	2
COCc1cc(C)nc(N)c1C#N	4	7	-2	0	-5	4	-3	-2	-2
Cc1ccccc1/C(N)=N/OC(=O)c1ccc(F)cc1	14	5	-14	-4	-3	1	4	1	4
CCCSC1C(C)=C(C)C(=O)N1Cc1ccccc1 (stereo not given)	6	9	1	5	6	0	4	-3	4
CCc1ccccc1NC(=S)N(CCN(C)C)C(C)c1cccnc1 (stereo not given)	4	6	-4	-1	4	1	0	2	3
CC(=O)c1cccc(N2C(=O)Nc3ccccc3N2O)c1	1	2	-1	0	2	1	1	-6	-1
CC(OC(=O)c1ccc(Cl)nc1)C(=O)Nc1ccc2c(c1)OCO2 (stereo not given)	8	0	-2	2	6	·	-3	-4	5
O=C(CSc1nnc(-c2cc3ccccc3cc2O)n1Cc1ccco1)c1ccc(F)cc1	-3	0	-5	-21	-25	1	1	-3	6
O=S(=O)(Nc1cccnc1)c1cccs1	-2	-2	0	4	1	5	-3	-2	1
COc1ccc([N+](=O)[O-])cc1NC(=O)C1CCCO1 (stereo not given)	2	-5	-4	-6	-3	3	-6	2	3
CCC(=O)N1CCN(c2ccc(NC(=S)NC(=O)COc3ccccc3)cc2)CC1	1	2	8	4	9	-4	8	-2	11
COc1ccc(NS(=O)(=O)c2cccs2)c(OC)c1	-1	1	-3	2	4	15	0	-1	6
CN(C)c1ccc(NC(=S)NC(=O)/C=C/c2ccc(Cl)cc2)cc1	5	2	-3	2	2	13	1	0	4
Cc1ccc(C)c(NC(=O)COC(=O)c2c(C)nn(-c3ccccc3)c2C)c1	-6	11	5	2	3	·	9	5	3
COCCCNC(=O)CCSc1ccc(C)cc1	4	8	5	7	15	1	0	0	4
CCOC(=O)NC1(C(F)(F)F)N=C(c2ccccc2)NC1=O (stereo not given)	2	5	-13	-1	-5	-8	0	-5	-12
CCN1CCN(c2ccccc2NC(=O)c2ccc(-n3cccn3)cc2)CC1	1	0	-5	1	-2	·	-1	-3	-1
O=C(CNS(=O)(=O)c1ccc2ccccc2c1)Nc1ccc(F)c(F)c1F	14	10	3	-5	-7	·	-2	0	3
CCN1C/C(=C/c2cccc([N+](=O)[O-])c2)C(=O)/C(=C/c2cccc([N+](=O)[O-])c2)C1	5	9	2	-2	-3	8	-2	-4	7
Cc1sc2nc(CSCC(=O)N(C)CC(=O)Nc3ccc(F)cc3)[nH]c(=O)c2c1C	7	-5	1	3	-4	9	0	-6	0
COc1ccccc1N(C)S(=O)(=O)c1ccc(C(=O)NC2=NCCS2)cc1	2	4	1	-1	2	4	-4	4	0
Cn1cc(CN2CCCC(C(=O)c3cccs3)C2)c(-c2cccc(Cl)c2)n1 (stereo not given)	-2	1	4	1	0	5	1	4	0
CCCCCn1c(CN2CC(C)OC(C)C2)nc2c1c(=O)n(C)c(=O)n2C (stereo not given)	3	-2	0	-2	-1	4	3	-3	0
S=C(Nc1ccccc1)NC1CCN(Cc2ccccc2)CC1	8	1	-2	3	6	2	7	0	5
Cc1oc2cc3oc(=O)c(CCC(=O)NC4CC4)c(C)c3cc2c1C	4	11	-6	0	-5	-4	1	-2	-1
NC(=O)/C=C\C(=O)Nc1cccc(C(F)(F)F)c1	0	10	-3	-3	2	-6	6	6	2
Cc1nc(N2CCN(c3ccccn3)CC2)c2c(C)c(C(=O)Nc3c(C)cc(Br)cc3C)sc2n1	-3	-2	-4	-2	3	2	3	0	-5
Nc1cc(=O)[nH]c(=O)n1-c1cccc(F)c1	-2	-2	5	0	2	4	-1	-4	0
CCOC(=O)[C@@H]1[C@H]2COc3ccccc3[C@H]2N2C(=O)N(c3ccccc3)C(=O)[C@]12C	6	1	-2	-1	0	0	2	-2	3
COc1ccc(CCNC(=O)CN2CCCc3ccccc32)cc1OC	5	3	-5	0	8	6	-6	-6	7
COc1cccc(NC(=O)CNC(=O)c2ccccc2)c1	2	3	-2	0	6	17	-1	2	-1
Cc1cccc(N2C(=O)CC(Sc3ccccc3C(=O)O)C2=O)c1 (stereo not given)	4	3	-2	-2	-10	11	-5	12	-1
CC(C)NC(=O)[C@@H]1C[C@@]1(C)[C@@H](NC(=O)OCc1ccccc1)c1ccccc1	-1	-3	-1	2	1	3	-6	-2	3
O=C(NC1CCCCC1)C(c1cccnc1)N(CCc1ccccc1)C(=O)Cc1cccs1 (stereo not given)	2	-1	4	-1	5	4	-4	-4	-4
O=C(Nc1nccs1)C1(S(=O)(=O)c2ccc(Cl)cc2)CC1	-4	-8	-1	2	4	15	10	1	5
O=C1NC[C@H](Cc2ccccc2)N(CC2CCCCC2)C1=O	8	9	-11	0	-1	4	10	0	6
CC1(C)CC(NC(=O)c2ccc(Cl)cc2Cl)CC(C)(C)N1	7	1	-3	3	1	5	0	-2	8
Cc1ccc(-n2c(SCC(N)=O)nc3c([nH]c4ccccc43)c2=O)cc1	3	-5	3	-3	2	3	-6	-1	8
C[C@@]12C(=O)Nc3ccc(Cl)cc3C(=O)N1[C@H]1c3ccccc3OC[C@@H]1[C@@H]2c1ccccc1	-3	-3	-33	-23	-39	-6	-14	-6	-15
C=CCNC(=S)N/N=C/c1ccc(C(F)(F)F)cc1	9	13	0	-2	-5	-9	6	1	4

Structures shown so far that contain a CF3 group:
SMILES	PAFAH1B2 FP inh	PAFAH1B3 inh	PME-1 primary	LYPLA1 inh	LYPLA2 counter	GSTO1 inh	PAFAH2 inh	PAD4 FP inh	pPAFAH FP inh
CCOC(=O)NC1(C(F)(F)F)N=C(c2ccccc2)NC1=O (stereo not given)	2	5	-13	-1	-5	-8	0	-5	-12
NC(=O)/C=C\C(=O)Nc1cccc(C(F)(F)F)c1	0	10	-3	-3	2	-6	6	6	2
C=CCNC(=S)N/N=C/c1ccc(C(F)(F)F)cc1	9	13	0	-2	-5	-9	6	1	4

Other results.
SMILES	PAFAH1B2 FP inh	PAFAH1B3 inh	PME-1 primary	LYPLA1 inh	LYPLA2 counter	GSTO1 inh	PAFAH2 inh	PAD4 FP inh	pPAFAH FP inh
CCCCN(C(=O)c1ccc2c(c1)OCCO2)c1c(N)n(CC(C)C)c(=O)[nH]c1=O	3	5	-1	4	7	7	0	3	4
Cn1c(=O)[nH]c(=O)c2c1nc(N1CCCCC1)n2CCCSc1nnnn1-c1ccccc1	2	-2	5	0	-4	1	-1	3	5
CCOC(=O)Cn1cc(-c2ccccc2)nn1	1	9	-1	1	5	2	-6	-7	1
O=C(N/N=C/C=C/c1ccco1)c1ccncc1	6	19	2	0	0	21	6	-2	9
Cc1cccc(OCC(=O)N/N=C/c2cn[nH]c2-c2ccc(Cl)c(Cl)c2)c1	-14	-9	-25	-9	-28	-8	-9	-4	-7
CCOC(=O)c1cc(NC(=O)Nc2ccccn2)c(C)nc1C	5	13	-3	4	8	-5	5	-6	6
NC(=O)Cc1ccc(C(=O)c2ccccc2)s1	2	-1	2	-1	-4	3	-1	-4	0
CCn1c2ccccc2c2cc(NC(=O)COc3ccc(OC)cc3)ccc21	1	7	2	-8	3	2	8	-7	9
O=C(c1cnsn1)N1CCC(CO)(Cc2ccc(Cl)cc2)CC1	10	6	0	0	6	6	7	-1	0
CC1CC(C)CN(C(=O)CCC(=O)Nc2nnc(C(C)C)s2)C1 (stereo not given)	6	5	1	-4	-8	1	-10	2	3
O=C(NC(=S)NC1CCCCC1)c1ccc(Cl)cc1	-6	10	1	-4	-3	-3	2	-1	3
CCC(C)N(C(=O)COc1ccc(Cl)c2cccnc12)C1CCS(=O)(=O)C1 (stereo not given)	3	6	-3	1	3	10	-2	-2	6
COc1ccc(OC)c2sc(N3CCCCC3)nc12	-1	1	-5	-4	-7	1	-5	-5	3
Cc1sc2ccccc2[n+]1CCC(C)S(=O)(=O)[O-] (stereo not given)	0	-1	1	0	0	2	8	9	-1
CCn1c(COc2ccccc2C(N)=O)nc2ccccc21	8	7	-6	5	0	11	-1	-2	5
CN(C)S(=O)(=O)Nc1ccc(Oc2ccccc2)cc1	-2	10	3	2	3	1	8	0	14
COc1ccc(/C=N/NC(=O)CCC(=O)Nc2ccc(Br)cc2)c(OC)c1	-2	5	-2	-5	-8	-6	-6	-3	6
C=C1CCN([C@H](C(=O)NCc2ccc(OC)cc2)C(C)C)S(=O)(=O)c2ccccc21	6	-3	-4	0	3	7	10	0	1
CC1CN(Cc2ccccc2)c2ccccc2NC1=S (stereo not given)	10	4	6	2	-1	2	-4	-1	4
Cc1nn(Cc2c(F)c(F)c(F)c(F)c2F)c(C)c1NC(=O)c1c([N+](=O)[O-])cnn1C	4	6	5	1	-5	-2	2	3	8
Cc1c(C(=O)NNC(=S)Nc2ccc(S(N)(=O)=O)cc2)oc2ccccc12	9	14	19	-4	-7	12	2	8	28*
Cc1scc(-c2n[nH]c(=S)n2Cc2ccccc2)c1C	23	13	8	0	-3	6	5	2	-4
O=C(CSc1ccc(F)cc1)N1CCN(S(=O)(=O)c2ccccc2)CC1	6	8	3	0	-4	3	8	-2	-2
Cc1ccc(CNc2ccc(CNc3ncn[nH]3)cc2)cc1	10	-16	-8	1	2	3	0	4	8
Cc1cc(C)c(NC(=O)Cn2c(=O)n(Cc3ccco3)c(=O)c3ccccc32)c(C)c1	-1	-4	-3	-1	-13	-7	1	-11	1
CCOC(=O)c1cc(-c2ccc(OC)cc2)nn1-c1ccc(C(=O)O)cc1	2	-7	-2	-2	-3	0	5	-1	31*
Cc1noc(C)c1S(=O)(=O)Nc1ccc2c(c1)C(=O)N([C@H](C)CO)C[C@H](C)[C@@H](CN(C)C(=O)NC(C)C)O2	7	7	·	·	·	·	7	-6	-2
O=C(O)CCNc1nc(C(F)(F)F)nc2ccccc12	4	5	-3	-4	-8	0	-6	-3	0
Cc1nc(N2CCN(C(=O)c3cnccn3)CC2)c2c3c(sc2n1)CC(C(C)(C)C)CC3 (stereo not given)	-3	-5	1	4	6	-3	4	-6	-2
O=C(NC1CCCCC1)C(c1ccncc1)N(C(=O)c1csnn1)c1cccc(F)c1 (stereo not given)	-2	-4	-3	4	5	1	2	1	4
COc1cc(C)c(S(=O)(=O)NCCCn2ccnc2)cc1C	0	7	-5	-1	-1	3	-14	-1	3
COc1ccccc1N(CC(=O)N1CCC(C(N)=O)CC1)S(=O)(=O)c1ccccc1	3	8	4	-2	-3	5	-2	3	6
CCc1nnc(NC(=O)c2cc(-c3ccncc3)nc3ccccc23)s1	-1	7	-3	-3	2	4	-5	-4	-5
CCCCCOC(=O)Nc1nnc(CCC)s1	6	2	1	-1	10	-1	1	-2	5

Some of the compounds tested; count on the stated rates, not on these rows.
